# Compound activity deposited in PubChem by several laboratories.
# JNK3 blocker – JNK3 kinase activity inhibitors, primary screen, biochemical, human, purified enzyme; 60,000 tested, 0.61% active; HTS; inhibition, % at 8 µM; Mitogen-activated protein kinase 10 (Homo sapiens), P53779; in the data active = inhibition above about 17%;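 also: 0% = DMSO and 100% = reference inhibitor; many of its hits are not listed in these tables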
# CatB inh – human cathepsin B inhibitors, primary screen, biochemical, fluorogenic substrate; P07858; purified cathepsin B, fluorescence; inhibition, %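 (tested at 10 µM)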; 63,000 tested, 0.1% active; AID 453, 2006; in the data active = inhibition above about 21%;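 also: 0% = enzyme with no compound and 100% = no enzyme blank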
# AP complement – alternative complement pathway inhibitors, primary screen, biochemical, ELISA, human serum, orthogonally pooled compounds; AID 1235, 2008; LPS-coated ELISA, C3 deposition; tested in compound mixtures; 62,000 tested, 0.08% active; inhibition, % at 5 µM;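 active = inhibition above 30% in each of the two pooled mixtures holding the compound, so the lower value exceeds 30%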;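 also: 0% = serum in Mg-EGTA without compound and 100% = EDTA serum blank; some compounds past the cut are filed as inactive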
#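 Assay system: human serum alternative complement pathway, C3 deposition on LPS-coated wells; Dosing: 5 µM per compound in ten-compound mixtures; Detection: Anti-C3 ELISA, OD 450 nm; Buffer or medium: Mg2+-EGTA GVB++ buffer containing human serum at 1:15 dilution; Timing: 1 h at 37 °C; Replication: two different pools per compound.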
# CatB mix inh – cathepsin B inhibitors from pooled compounds, primary screen, biochemical, compound mixtures, AMC fluorescence; P07858; Purified cathepsin B, AMC dipeptide fluorescence; inhibition, %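 (ten-compound pools at 5 µM per compound and 50 µM total)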; 62,000 tested, 0.06% active; in the data active = inhibition above about 22%, passing the limit was not always enough; inconclusive = no clear call, values can overlap the other calls;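 also: 0% = enzyme without compound and 100% = no enzyme blank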
# PKA kinase inh – inhibitors of human PKA kinase activity, primary screen, biochemical, ATP-depletion luminescence, Kemptide substrate; 65,000 tested, 0.1% active; inhibition, % at 6 µM; PKA Kemptide phosphorylation, Kinase-Glo ATP luminescence;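 active = inhibition above the screen-wide mean inhibition plus 3 SD, cut at about 21% in these data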; also: many of its hits are not listed in these tables
# Ec RNAP inh – E. coli RNAP inhibitors, biochemical; DNA-directed RNA polymerase subunit beta (Escherichia coli (strain K12)), P0A8V2; E. coli RNA polymerase, fluorescence transcription assay; inhibition, %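 (tested at 10 µM)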; 62,000 tested, 0.2% active; AID 559, 2006; in the data active = inhibition above about 20%;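 also: 0% = enzyme without compound and 100% = no enzyme blank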
# ROCK2 inh – inhibitors of human ROCK2 kinase, primary screen, biochemical, high-throughput, luminescence; 60,000 tested, 0.35% active; AID 604, 2007; purified ROCK2, Kinase-Glo ATP depletion luminescence; inhibition, % at 6 µM;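 active = inhibition above the screen-wide mean inhibition plus 3 SD, cut at about 18% in these data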;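 also: plate controls were DMSO wells for no effect and Y-27632 control wells after no-enzyme background subtraction for full effect; many of its hits are not listed in these tables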
# CatS block – inhibitors of human cathepsin S, biochemical, compound mixtures. recombinant cathepsin S, AMC dipeptide fluorescence, pooled mixtures. inhibition, %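 (tested at 5 µM per compound within 10-compound mixtures)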. 62,000 tested, 0.06% active. AID 501, 2006; in the data active = inhibition above about 32%, passing the limit was not always enough; inconclusive = no clear call, values can overlap the other calls;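 also: 0% = enzyme without compound and 100% = blank without enzyme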
# Target sequence (P25774 115-331 limits assumed): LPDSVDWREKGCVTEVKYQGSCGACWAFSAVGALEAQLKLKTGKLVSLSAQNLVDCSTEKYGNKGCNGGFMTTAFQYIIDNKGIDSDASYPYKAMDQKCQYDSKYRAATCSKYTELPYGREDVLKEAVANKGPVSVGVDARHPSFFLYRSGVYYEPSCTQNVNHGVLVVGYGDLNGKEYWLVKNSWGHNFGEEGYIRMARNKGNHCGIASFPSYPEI
# RORA act – activators of orphan receptor RORA, primary screen, cell-based, luminescence. Nuclear receptor ROR-alpha (Homo sapiens), P35398. CHO-K1 Gal4-RORA LBD luciferase reporter; percent increase over mock-subtracted basal signal. activation, % at 10 µM. 65,000 tested, 1.5% active. AID 560, 2006;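 active = activation above the mean of all tested compounds plus 3 SD, cut at about 49% in these data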;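 also: 0% = DMSO-treated RORA cells and 100% = added signal equal to DMSO minus mock-transfected cells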
# Target sequence (P35398 whole entry, looked up, the tested form may be a part): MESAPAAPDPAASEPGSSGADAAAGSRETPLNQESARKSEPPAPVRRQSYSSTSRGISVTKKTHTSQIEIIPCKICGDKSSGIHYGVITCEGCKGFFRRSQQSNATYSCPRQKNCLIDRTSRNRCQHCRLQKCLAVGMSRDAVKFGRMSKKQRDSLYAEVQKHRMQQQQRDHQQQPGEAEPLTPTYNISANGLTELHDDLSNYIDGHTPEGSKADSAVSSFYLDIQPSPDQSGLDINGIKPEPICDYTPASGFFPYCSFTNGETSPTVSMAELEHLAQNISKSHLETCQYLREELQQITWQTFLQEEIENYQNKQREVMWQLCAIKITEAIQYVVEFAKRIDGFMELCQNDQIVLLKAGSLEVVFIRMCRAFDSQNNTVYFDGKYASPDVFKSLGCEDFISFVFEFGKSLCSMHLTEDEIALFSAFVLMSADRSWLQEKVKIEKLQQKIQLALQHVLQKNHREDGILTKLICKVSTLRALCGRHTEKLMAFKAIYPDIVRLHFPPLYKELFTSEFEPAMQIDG
# * = called active by the depositor; ? = inconclusive; / = no result given. An excerpt, so the mix of outcomes need not match the whole.
SMILES	JNK3 blocker	CatB inh	AP complement	CatB mix inh	PKA kinase inh	Ec RNAP inh	ROCK2 inh	CatS block	RORA act
Cc1nc2cc(-c3ccc(F)cc3)nn2c(N2CCOCC2)c1C	-2.3	6.2	-5.2	0.7	-0.8	7.7	-3.1	8.4	-12.6
O=C(c1ccc(COc2ccccc2Cl)o1)N1CCN(Cc2ccc3c(c2)OCO3)CC1	-10.8	2.7	10.9	3.8	1.2	1.1	4.0	-11.1	-11.6
O=C(C1=C(O)C(=O)N(Cc2ccccc2)C1c1cccnc1)c1ccco1 (stereo not given)	/	-2.4	-13.7	-3.7	6.3	4.1	/	6.6	-13.2
COc1cc(CC(=O)Nc2nccs2)cc(OC)c1OC	23.2*	-2.1	9.5	-1.7	-3.3	-6.7	-4.6	-1.6	-5.9
CC1(C)CC(=O)C2=C(C1)Nc1ccccc1N=C2	-0.3	-0.8	13.5	8.4	1.1	3.4	-11.0	8.0	41.7
CCOC(=O)N1CCN(S(=O)(=O)c2ccc3[nH]c(=O)sc3c2)CC1	3.0	-0.6	17.1	-1.4	-2.6	0.0	-2.0	3.3	1.7
COc1c(C)cc(Br)cc1C(=O)NCc1cccnc1	-1.3	-2.4	11.6	3.2	0.1	2.2	9.6	-21.7	11.1
Cc1cc(C)nc(NS(=O)(=O)c2ccc(Br)cc2)n1	0.4	-0.4	1.5	2.2	4.3	1.8	4.3	-3.3	1.8
Cn1cccc1Cc1nnc(SCC(=O)Nc2ccc3c(c2)OCCO3)n1-c1ccc(F)cc1	6.8	1.9	13.9	0.9	2.3	-0.4	-5.0	-3.2	-17.7
Cc1ccccc1-n1nc(-c2ccc(N)cc2)cc1N	3.9	/	-0.2	3.6	5.8	8.1	4.2	5.3	-5.7
O=C1Nc2ccccc2C(O)(C(=O)NCc2ccco2)N1c1ccc(Cl)c(Cl)c1 (stereo not given)	-9.6	-4.5	9.5	5.6	4.5	3.0	-0.5	-0.2	21.9
CCn1c(SCC(=O)Nc2ccc(N(C)C)cc2)nnc1-c1cccc(C)c1	-2.4	1.3	1.7	-4.1	14.1	4.4	6.7	-3.5	21.0
Cc1ccc(NC(=O)c2ccco2)c(NC(=O)CN2C(=O)c3ccccc3C2=O)c1	3.1	-2.6	-0.2	-7.1	2.5	-9.8	7.4	-9.1	4.1
COC(=O)Nc1nc2c(C)cccc2s1	-8.0	-5.1	20.7	-4.6	-1.1	-12.8	-3.7	-5.5	2.4
O=C(Nc1cnc2ccccc2c1)c1ccncc1	1.1	/	3.8	-0.2	3.9	4.1	3.7	11.9	73.7*
CCOc1ccc(C(C)(C)C)cc1S(=O)(=O)N1CC(C)OC(C)C1 (stereo not given)	2.5	7.2	8.2	-1.9	11.3	3.0	3.5	-3.2	-12.5
CCOc1ncccc1C(=O)OCc1cc(=O)oc2c(C)c(C)ccc12	-3.1	0.8	4.6	1.5	5.0	2.6	3.7	-4.9	-24.2
Cc1nc(Nc2ccc(F)cc2)[nH]c(=O)c1CCC(C)C	-0.5	3.5	1.8	6.8	0.9	9.0	8.9	12.7	-10.7
CCOC(=O)C1=C(CC)Nc2ccccc2N=C1NC(=O)Nc1ccccc1OC	0.9	-2.2	9.2	1.3	7.1	-5.9	1.5	25.8	-16.7
O=C(COc1ccccc1)N1CCNC1=O	-1.1	-3.5	12.4	1.4	3.8	-4.9	3.4	-4.2	-15.6
Cc1cc(C)c2[nH]c(=O)c(C(c3nnnn3CC3CCCO3)N3CCC(C)CC3)cc2c1 (stereo not given)	-2.7	2.9	7.0	-2.4	5.9	2.1	4.2	2.7	-16.9
OCCn1nc2c3ccccc3nc-2n(-c2ccccc2)c1=S	8.9	5.5	6.8	-2.1	10.0	0.3	10.5	6.2	-8.2
CCn1cc(C(=O)Nc2cc3c(cc2NC(C)=O)OCCO3)c(=O)c2ccc(C)nc21	-6.5	1.2	14.9	7.2	11.7	8.3	3.0	-0.1	-3.4
COc1ccc(-c2cc(C(=O)N3CCCc4ccccc43)no2)cc1OC	2.0	-1.0	14.9	3.8	7.1	-1.4	4.7	-4.6	5.5
CCN1CCCC1CNC(=O)c1cn(CC)c2ccc(S(=O)(=O)N3CCCCCC3)cc2c1=O (stereo not given)	1.1	-2.4	25.1	7.3	3.7	4.3	4.3	-3.5	-2.0
O=C(Nc1cc(C(F)(F)F)ccc1N1CCOCC1)c1n[nH]c(=O)c2ccccc12	-4.2	1.1	-8.1	1.0	2.9	-2.5	-3.7	-1.9	-19.4
Cc1ccc2cccc(O)c2[n+]1[O-]	-0.6	5.3	12.3	-1.7	-0.7	-1.8	-0.8	13.9	-3.6
CCN(CC)CCCn1c(=S)[nH]c2ccc(Cl)cc2c1=O	/	5.6	3.4	0.2	0.8	1.4	/	9.5	14.7
Cc1nc(-c2ccccc2)cc(N2CCCC2)n1	-1.1	/	-9.0	4.3	8.9	/	3.2	26.1	-3.6
O=C(Nc1cccc(-c2cnc3ccccc3n2)c1)c1ccco1	9.8	3.4	11.3	5.7	1.3	4.2	7.6	-2.4	60.7*
O=C1CN(C(=O)CCN2CCOCC2)C(c2ccccc2)c2cc(Br)ccc2N1 (stereo not given)	5.5	4.5	4.3	2.6	8.0	13.1	4.6	3.2	-17.1
Cc1cccc(N2C(=O)CC(N3CCN(C(=O)c4ccccc4)CC3)C2=O)c1 (stereo not given)	-6.7	5.2	3.1	6.4	-4.3	13.4	-0.7	?	-3.1
COc1ccc(CNC(=O)Cn2cnc3c(=O)n(C)c(=O)n(C)c32)cc1	-6.2	0.8	10.2	-4.7	-4.3	-1.1	-4.9	-10.0	-26.4
Cn1c(=O)c2c(nc(CN3CCC(Cc4ccccc4)CC3)n2CCN2CCOCC2)n(C)c1=O	2.5	1.4	17.8	2.4	9.7	0.7	5.3	3.8	5.8
Cc1ccc(NS(=O)(=O)c2cccc(C(=O)OCC(=O)NCc3ccco3)c2)cc1	2.5	-1.7	10.0	4.7	-0.9	7.3	2.1	3.4	-26.2
CCC1(CC)C(=O)C(C)(C)C(=O)OC1c1ccccn1 (stereo not given)	11.9	3.6	-1.3	0.3	7.1	2.2	6.4	-8.1	11.4
Cc1ccc(Oc2ccc(N)cc2)cc1	6.5	1.1	-0.7	-0.5	3.2	7.0	2.2	0.7	-12.9
O=C(O)COc1ccc(Cl)cc1CO	-3.2	1.0	13.8	6.2	0.0	4.3	-2.2	-3.0	1.5
CCCN1CCN(C(=O)C2CCN(S(=O)(=O)c3ccc4c(c3)oc(=O)n4C)CC2)CC1	0.4	0.5	4.4	0.9	7.3	1.7	7.7	-4.3	7.4
O=C(CN1C(=O)c2ccccc2S1(=O)=O)N1CCOCC1	-7.0	3.2	-4.9	5.6	2.7	0.2	-3.6	8.2	-25.1
CC1CCN(S(=O)(=O)c2ccc(NC(=O)CN3CCN(C)CC3)cc2)CC1	-0.2	-2.9	8.8	1.3	1.4	3.8	2.4	-4.9	-10.3
O=C(O)c1cccc(S(=O)(=O)N2Cc3ccccc3C2)c1	-6.8	/	/	/	-8.4	/	-4.8	/	20.2
Nn1c(Nc2ccccc2)nc2ccccc21	-15.2	2.2	6.5	1.2	-0.3	2.6	-1.6	-3.7	50.5*
CCOC(=O)C1CCCN(C2CC(=O)N(c3cccc(C(F)(F)F)c3)C2=O)C1 (stereo not given)	-6.2	0.0	23.4	-4.4	-6.2	/	-7.6	12.5	1.5
CCn1c2ccccc2c2nnc(SCC(=O)Nc3ncccn3)nc21	0.9	-0.2	5.5	1.8	10.2	0.8	6.9	-6.8	-1.7
O=C(C1CCN(S(=O)(=O)N2CCOCC2)CC1)N1CCc2ccccc21	0.7	4.1	8.0	0.1	-7.1	4.8	-1.4	10.3	-10.7
CCOC(=O)C1=C(CSc2nccn2C)NC(=O)NC1c1ccc2c(c1)OCO2 (stereo not given)	1.4	4.1	-1.3	-2.3	10.1	3.5	6.8	-1.0	-6.3
COc1ccc2c(c1)OC13CCN(C)CC1C2C(C(=O)c1ccc(F)cc1)C(=O)N3 (stereo not given)	-3.8	3.0	59.3	3.3	7.1	3.1	3.0	-2.7	-16.1
CCN(CC)C(=O)C1CCN(S(=O)(=O)c2ccc(C3CNC(=O)C3)cc2)CC1 (stereo not given)	2.4	-4.8	12.7	3.5	-2.2	-0.7	1.7	-2.5	-17.1
Cc1ccc(C(=O)CC2(O)C(=O)N(CCc3ccccc3)c3ccc(Br)cc32)o1 (stereo not given)	-10.8	-2.5	13.8	7.2	3.8	10.2	0.3	6.3	-10.0

# Shown field by field: two of the compounds above
CCn1cc(C(=O)Nc2cc3c(cc2NC(C)=O)OCCO3)c(=O)c2ccc(C)nc21
  JNK3 blocker: -6.5; CatB inh: 1.2; AP complement: 14.9; CatB mix inh: 7.2; PKA kinase inh: 11.7; Ec RNAP inh: 8.3; ROCK2 inh: 3.0; CatS block: -0.1; RORA act: -3.4
COc1ccc(-c2cc(C(=O)N3CCCc4ccccc43)no2)cc1OC
  JNK3 blocker: 2.0; CatB inh: -1.0; AP complement: 14.9; CatB mix inh: 3.8; PKA kinase inh: 7.1; Ec RNAP inh: -1.4; ROCK2 inh: 4.7; CatS block: -4.6; RORA act: 5.5

# Carrying on:
SMILES	JNK3 blocker	CatB inh	AP complement	CatB mix inh	PKA kinase inh	Ec RNAP inh	ROCK2 inh	CatS block	RORA act
O=C(COc1ccc(Cl)cc1)Nc1ccc(Cl)cn1	-0.9	2.5	-5.4	-8.5	8.7	7.8	2.6	-20.3	13.0
O=C(O)CCc1ccc(-c2cccs2)n1NC(=O)c1ccco1	-1.1	-1.0	10.0	-3.6	6.2	-4.7	1.0	0.7	7.5
O=C(Nc1ccccc1)c1ccccc1O	3.8	-1.2	-5.1	-0.1	2.3	-4.0	2.1	7.1	7.5
O=C(Oc1ccccc1)c1ccc(COC(=O)c2cnccn2)cc1	-6.3	1.8	12.0	-8.4	5.9	13.4	3.2	-5.1	-12.1
COc1ccc2c(c1)CCC(C)N2S(=O)(=O)c1ccc(C2CNC(=O)C2)cc1 (stereo not given)	0.9	/	/	/	6.7	/	5.9	/	-11.4
Cc1c(Cl)cccc1NC(=O)CC(NCCN1CCOCC1)C(=O)O (stereo not given)	2.5	2.1	2.6	0.6	1.1	2.0	-1.2	15.5	-4.1
CCOC(=O)c1c(C)[nH]c(C(=O)Cn2c(=O)oc3ccccc32)c1C	0.6	5.6	19.5	5.0	6.8	6.3	3.1	-10.5	13.3
CCOC(=O)c1nnc2ccnn2c1N	-5.8	3.7	1.1	1.8	8.4	5.3	5.3	3.6	-16.6
Cn1c(C(=O)NCCN2CCN(c3ccccc3F)CC2)cc2c(=O)n(C)c3ccccc3c21	-3.2	-2.8	8.2	8.3	-0.8	9.6	4.4	39.2	5.1
Cc1cc(C)n(CC(O)Cn2c3ccccc3c3ccccc32)c(=O)n1 (stereo not given)	0.8	1.1	11.9	3.3	-5.0	4.0	0.0	3.8	-9.0
Cc1nnc(NC(=O)CSC2CCCCC2)s1	0.1	2.5	16.5	3.3	15.2	11.4	4.8	0.1	0.7
CCOCC(=O)Nc1ccc(S(=O)(=O)NCCc2ccccc2)cc1	-2.0	6.3	13.1	5.5	0.7	-2.5	1.4	-3.9	3.0
